M1 antag: human M1 muscarinic receptor antagonists, primary screen, CHO-K1 cells, Fluo-8 calcium fluorescence, 1536-well; AID 588852, 2011; 360,000 tested, 1.3% active; CHO-K1 hM1, ACh EC80 antagonist; inhibition, % at 3 µM;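 active = percent inhibition above its own plate's cutoff, namely the mean of that plate's compound wells plus 3 SD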;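 note: peak over basal fluorescence ratio during 140 s after agonist addition; 0% = ACh EC80 plus DMSO and 100% = DMSO alone without agonist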
M4 ag: human M4 muscarinic receptor agonists, primary screen, CHO-K1 cells, Fluo-8 calcium fluorescence; AID 624127, 2012; activation, % at 3 µM; CHO-K1 hM4/Gqi5; vehicle 0%, full acetylcholine response 100%; Muscarinic acetylcholine receptor M4 (Homo sapiens), P08173; 360,000 tested, 0.14% active;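 active = activation above the run mean over all test wells plus 3 SD, cut at about 32% in these data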;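 note: peak over basal fluorescence ratio per well then scaled between controls; 0% = DMSO wells and 100% = acetylcholine at EC100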
Target sequence (P08173 whole entry, looked up): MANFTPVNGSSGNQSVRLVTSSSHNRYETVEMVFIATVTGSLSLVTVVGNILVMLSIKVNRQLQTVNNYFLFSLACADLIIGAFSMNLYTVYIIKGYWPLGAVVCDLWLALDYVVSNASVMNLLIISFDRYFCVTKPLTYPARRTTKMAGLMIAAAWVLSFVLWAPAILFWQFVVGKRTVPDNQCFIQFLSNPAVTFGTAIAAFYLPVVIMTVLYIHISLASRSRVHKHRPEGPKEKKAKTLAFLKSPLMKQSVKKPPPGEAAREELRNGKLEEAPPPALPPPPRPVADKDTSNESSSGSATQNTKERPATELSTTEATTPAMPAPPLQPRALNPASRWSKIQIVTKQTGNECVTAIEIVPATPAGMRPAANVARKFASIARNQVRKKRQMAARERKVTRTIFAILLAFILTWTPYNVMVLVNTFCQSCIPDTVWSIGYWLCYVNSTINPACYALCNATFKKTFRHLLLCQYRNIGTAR
CHRM5 antagonist: human M5 muscarinic receptor antagonists, primary screen, CHO cells, Fluo-8 calcium fluorescence. 360,000 tested, 0.59% active. CHO-hM5 cells, ACh EC80. Muscarinic acetylcholine receptor M5 (Homo sapiens), P08912. inhibition, % at 3 µM;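 active = inhibition above a per-plate cutoff, the mean of that plate's test compounds plus 3 SD, cut at about 27% in these data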;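 note: 0% = acetylcholine EC80 with DMSO and 100% = DMSO without agonist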
Target sequence (P08912 whole entry, looked up): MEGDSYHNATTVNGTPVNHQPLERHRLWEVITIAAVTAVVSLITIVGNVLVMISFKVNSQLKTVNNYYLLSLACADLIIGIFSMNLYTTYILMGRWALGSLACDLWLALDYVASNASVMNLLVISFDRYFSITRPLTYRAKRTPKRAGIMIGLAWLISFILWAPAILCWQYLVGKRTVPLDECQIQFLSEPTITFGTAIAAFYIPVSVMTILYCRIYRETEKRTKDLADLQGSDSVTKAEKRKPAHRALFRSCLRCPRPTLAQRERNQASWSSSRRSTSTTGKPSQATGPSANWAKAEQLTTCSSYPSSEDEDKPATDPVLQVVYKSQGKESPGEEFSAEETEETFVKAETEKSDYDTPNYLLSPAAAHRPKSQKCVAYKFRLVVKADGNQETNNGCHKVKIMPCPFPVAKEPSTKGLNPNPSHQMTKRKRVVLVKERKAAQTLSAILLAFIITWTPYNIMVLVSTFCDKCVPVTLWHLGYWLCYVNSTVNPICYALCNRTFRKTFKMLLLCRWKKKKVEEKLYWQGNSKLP
CHRM4 PAM: human M4 muscarinic receptor positive allosteric modulators, primary screen, CHO-K1 cells, Fluo-8 calcium fluorescence | 360,000 tested, 0.4% active | CHO-K1 hM4/Gqi5, ACh EC20; 0% = ACh EC20, 100% = maximal ACh | AID 624126, 2012 | Muscarinic acetylcholine receptor M4 (Homo sapiens), P08173 | activation, % at 3 µM;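 active = activation above its plate's cutoff, the mean activation of sample wells plus 3 SD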; note: some results filed as inactive read as strong as hits
CRFR2-BP ag: agonists of CRF-BP/CRF-R2 complex, primary screen, cell-based, HEK293, calcium dye fluorescence, uHTS; CRF-binding protein / CRF receptor 2 complex (human); calcium dye fluorescence (FLIPR); percent of saturating CRF peptide response; activation, % at 13.2 µM; 350,000 tested, 0.46% active; AID 588473, 2011;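 active = activation of at least 50%, plus an integration ratio under a set limit after plate pattern correction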;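 note: plate controls were neutral control wells without compound for no effect and CRF at EC100 for full effect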
M5 ag: human M5 muscarinic receptor agonists, primary screen, CHO-K1 cells, Fluo-8 calcium fluorescence. Muscarinic acetylcholine receptor M5 (Homo sapiens), P08912. CHO-K1 hM5 cells; 0% DMSO wells, 100% maximal acetylcholine response. activation, % at 3 µM. 360,000 tested, 0.19% active. AID 624037, 2012;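 active = activation above the run's mean over test compounds plus 3 SD, cut at about 23% in these data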;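 note: signal is peak over basal fluorescence ratio across the kinetic read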
CHRM5 PAM: human M5 muscarinic receptor positive allosteric modulators, primary screen, CHO-K1 cells, Fluo-8 calcium fluorescence; CHO-K1 hM5, ACh EC20 PAM; 0% = ACh EC20, 100% = ACh EC100; activation, % at 3 µM; 360,000 tested, 0.3% active; Muscarinic acetylcholine receptor M5 (Homo sapiens), P08912;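 active = activation above the run cutoff, the mean activation of all test compounds plus 3 SD, cut at about 18% in these data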
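Assay system: CHO-K1 hM5 cells. Also added: acetylcholine at EC20 concentration, added after compound. Dosing: 3 µM, single dose. Times: compound preincubation 140 s before EC20 acetylcholine addition. Signal: Fluo-8 calcium fluorescence. Measure: % activation relative to EC20 and EC100 ACh responses. Repeats: singlicate, one well per test compound.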
CHRM1 PAM: human M1 muscarinic receptor positive allosteric modulators, primary screen, CHO-K1 cells, Fluo-8 calcium fluorescence, 1536-well; CHO-K1 hM1, ACh EC20; 0% = ACh EC20, 100% = maximal ACh; Muscarinic acetylcholine receptor M1 (Homo sapiens), P11229; 360,000 tested, 0.088% active; activation, % at 3 µM; AID 588819, 2011; in the data active = activation above about 19%, passing the limit was not always enough
CHRM4 antagonist: human M4 muscarinic receptor antagonists, primary screen, CHO cells, Fluo-8 calcium fluorescence. Muscarinic acetylcholine receptor M4 (Homo sapiens), P08173. CHO-hM4 cells, ACh EC80. inhibition, % at 3 µM. 360,000 tested, 0.73% active. AID 624125, 2012;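 active = inhibition above its plate's cutoff, the mean inhibition of sample wells plus 3 SD, cut at about 27% in these data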;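 note: 0% = acetylcholine EC80 with DMSO and 100% = DMSO without agonist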
* hit, by the source's call; . = no result given.

Preview:
SMILES	M1 antag	M4 ag	CHRM5 antagonist	CHRM4 PAM	CRFR2-BP ag	M5 ag	CHRM5 PAM	CHRM1 PAM	CHRM4 antagonist
COc1ccc(NC(=O)NNC(=O)c2ccc(-c3ccccc3)cc2)c(OC)c1	-1.7	0.5	-13.4	2.3	-6.1	-4.5	10.5	-2.0	-8.6
CC(=O)Nc1cccc(-c2ccnc3c2CC(C)(C(=O)Nc2cccc(C(C)=O)c2)O3)c1 (centres undefined)	3.8	8.6	3.7	-8.1	.	3.1	-5.0	-4.9	10.1

This part in full, from the start:
SMILES	M1 antag	M4 ag	CHRM5 antagonist	CHRM4 PAM	CRFR2-BP ag	M5 ag	CHRM5 PAM	CHRM1 PAM	CHRM4 antagonist
COc1ccc(NC(=O)NNC(=O)c2ccc(-c3ccccc3)cc2)c(OC)c1	-1.7	0.5	-13.4	2.3	-6.1	-4.5	10.5	-2.0	-8.6
CC(=O)Nc1cccc(-c2ccnc3c2CC(C)(C(=O)Nc2cccc(C(C)=O)c2)O3)c1 (centres undefined)	3.8	8.6	3.7	-8.1	.	3.1	-5.0	-4.9	10.1
Cc1ccc(NC(=O)Cn2c(=O)n(CCCC(=O)NCc3ccco3)c(=O)c3ccccc32)cc1	-9.2	0.6	-9.1	8.8	-0.3	-0.2	2.3	-0.3	-13.3
COc1cccc(/C=c2\s/c(=C\C(=O)C(C)(C)C)[nH]c2=O)c1	1.7	1.4	9.4	5.9	-0.8	-2.5	-5.9	-0.4	-9.3
CC(C)Oc1cccc(C(=O)C2CCCN(C(=O)c3noc4c3CCCC4)C2)c1 (centres undefined)	-12.4	1.2	-1.1	-5.2	-0.1	-1.9	-6.0	4.2	-14.3
Cc1ccc(S(=O)(=O)Nc2cc(=O)[nH]c(SCC(=O)Nc3ccccc3C(F)(F)F)n2)cc1	-3.9	0.0	13.8	0.5	-0.8	-1.2	1.8	7.5	2.1
O=C(/C=C/[C@H]1O[C@@H](n2ccc(=O)[nH]c2=O)[C@H](O)[C@@H]1O)NCCc1cccs1	-30.6	0.7	4.1	-1.3	.	4.2	3.9	5.6	4.4
Cc1cccc(NC(=O)NC2CCCc3ccccc32)c1 (centres undefined)	-13.9	1.6	1.8	-2.1	1.5	-0.5	-4.4	4.0	17.5
CC1=CCC2C(=O)N(c3nc4ccccc4n3C)C(=O)C2C1 (centres undefined)	-4.8	0.3	1.8	10.0	0.7	-0.3	-6.2	2.2	9.6
O=C(/C=C/c1ccccc1)NCCc1c[nH]c2ccccc12	2.5	1.4	7.0	-13.9	1.2	-2.3	-6.4	-4.3	6.0
CC(=O)c1cccc(NC(=O)CCCCCn2nnc3ccccc3c2=O)c1	1.1	4.0	10.7	-7.4	-0.5	-1.0	-6.8	-1.6	11.3
O=C(CCC(=O)N1CCSc2ccccc21)NCc1ccc(Cl)cc1	6.8	16.3	-2.1	-1.0	0.0	4.0	-9.7	-8.2	-9.1
Cc1ccc(S(=O)(=O)N(C)C)cc1NC(=O)C1CCCCN1S(=O)(=O)c1ccccc1 (centres undefined)	-11.9	0.9	2.8	23.5*	-1.1	-5.6	-5.2	16.5	-3.3
COc1ccc(C)c2sc(N(CCCN(C)C)C(=O)c3ccc(S(=O)(=O)N4CCc5ccccc5C4)cc3)nc12	9.4	17.3	2.7	-5.8	-0.2	7.5	1.0	-11.5	7.6
CC(C)(C)OC(=O)N1CCC(C(=O)N[C@@H](Cc2ccccc2)C(=O)O)CC1	22.4	-0.1	-8.7	4.7	-0.2	-1.4	3.9	-3.9	3.5
O=C(N[C@@H](Cc1ccccc1)C(=O)OCc1ccccc1)c1nc[nH]c1C(=O)NC(c1ccccc1)c1ccccc1	-5.3	2.1	10.5	-4.2	3.5	0.9	-4.3	-4.8	9.7
COc1ccc2nc(Cl)c(C#N)cc2c1	-3.2	1.4	-1.6	1.4	0.7	-0.9	4.9	0.1	7.6
CCOC(=O)c1cc(-c2ccccc2)sc1NC(=O)c1ccc(OC)c(OC)c1	-8.6	1.0	5.9	13.4	-0.8	-1.1	-0.9	7.3	-10.1
O=C(NC(=S)Nc1ccc2c(c1)OCCO2)c1cccc(Br)c1	-4.4	4.0	-5.9	7.9	5.7	-1.3	6.7	1.4	-5.3
O=P(O)(O)c1ccccc1OCCOCCOCCOCCOc1ccccc1P(=O)(O)O	-4.2	-0.2	10.5	-7.1	2.4	-2.0	-2.9	7.9	4.7
CCCC(=O)Nc1nc(C)c(-c2csc(Nc3cc(OC)ccc3OC)n2)s1	8.5	2.1	9.8	-2.1	-1.2	3.0	-9.1	-4.7	-3.9
CC(=O)Nc1ccc(S(=O)(=O)NCC(=O)NC(C)c2ccc(S(N)(=O)=O)cc2)cc1 (centres undefined)	13.1	1.0	4.0	-2.7	0.5	0.4	3.3	-0.8	8.6
Cc1ccc(NC(=O)C(c2ccccc2)c2ccccc2)c(O)c1	-8.2	11.2	11.4	-8.5	2.5	-1.0	-2.1	4.4	-19.6
O=C(CCc1ccc(O)c(O)c1)NNC(=S)NCCc1ccccc1	-1.8	0.2	-2.3	-3.3	-1.7	-2.1	2.0	0.3	6.5
CC1CCCCC1NC(=S)NC(=O)c1cccs1 (centres undefined)	-6.0	-1.5	2.0	-4.4	5.5	-1.3	-5.0	0.1	-3.6

Single entries from the list:
Under CHRM4 antagonist, `O=C(NC(=S)Nc1ccc2c(c1)OCCO2)c1cccc(Br)c1` has the entry -5.3
Under CHRM4 antagonist, `Cc1ccc(NC(=O)Cn2c(=O)n(CCCC(=O)NCc3ccco3)c(=O)c3ccccc32)cc1` has the entry -13.3

Next compounds.
SMILES	M1 antag	M4 ag	CHRM5 antagonist	CHRM4 PAM	CRFR2-BP ag	M5 ag	CHRM5 PAM	CHRM1 PAM	CHRM4 antagonist
Cc1cccc(C)c1NC(=O)CCCSc1nnc(-c2ccc(F)cc2)n1-c1ccccc1	11.2	2.5	0.9	2.9	-1.3	-6.7	-3.5	-7.9	-0.1
Cc1ccc(-c2onc3ccc(C(=O)O)cc23)cc1	-1.4	0.3	9.1	0.0	-0.7	1.5	-3.1	2.2	3.4
O=C(CCCOc1ccccc1)NN1C(=O)NC2(CCCCC2)C1=O	-7.2	2.5	3.4	11.5	1.3	3.3	-1.2	4.3	-4.7
O=C(c1ccc(Br)cc1)c1cc(-c2ccccn2)c(N2CCOCC2)s1	-0.5	0.6	-3.0	10.8	2.3	-1.1	-0.9	0.5	-1.8
O=C1N=C(N2CCOCC2)S/C1=C1\C(=O)N(Cc2ccccc2)c2ccccc21	-3.0	0.7	8.3	0.0	-2.5	-0.3	-5.5	1.1	10.5
CC(=O)c1cc2ccc(O)cc2oc1=O	-5.9	0.3	4.0	5.6	15.0	-1.1	1.4	16.1	15.7
CCc1nnc(NS(=O)(=O)c2ccc(N/C=C\C(=O)c3cccc(OC)c3)cc2)s1	-11.7	1.4	1.9	1.9	-0.4	-2.9	-1.1	3.2	-7.8
O=C(c1ccc(Nc2cccc(C(F)(F)F)c2)nc1)N1CCCC1	-27.5	-0.3	-6.3	5.0	-3.9	2.8	1.9	3.9	-18.1
Cc1nn(CCC(=O)NNC(=S)Nc2ccc(F)cc2)c(C)c1[N+](=O)[O-]	-2.5	1.7	-5.3	8.1	2.0	-1.5	-0.7	1.6	-6.9
O=C(CCSCCC(=O)NCc1cccs1)NCc1cccs1	-3.8	0.4	4.1	-5.1	-1.2	-3.8	-2.0	7.4	7.0
CCCNC(=O)Cn1c(=O)oc2cc(S(=O)(=O)N3CCCC3)ccc21	-6.2	0.1	0.1	3.7	-0.1	0.7	-2.6	6.6	-6.9
COc1ccc(CNC(=O)C[C@H]2C(=O)N(Cc3ccc(OC)cc3)C[C@@H]2Cc2ccccc2)cc1	-7.2	5.4	8.8	5.7	-0.7	-1.4	3.6	9.2	-1.6
CC1=C(C(=O)Nc2ccc(F)cc2)C(c2cccc(C)c2)n2nc(CCCO)nc2N1 (centres undefined)	-14.7	0.8	-4.6	4.0	1.2	0.6	4.9	5.7	-16.1
COc1ccc(CCN(C)C(=O)COc2ccc(N(C)S(=O)(=O)c3ccc(C)cc3)cc2)cc1OC	17.6	4.2	3.4	-4.3	-0.1	0.1	-3.8	-10.4	-4.0
O=C(CSc1nnc(-c2ccc(F)cc2)c2ccccc12)NCC1CCCO1 (centres undefined)	18.2	1.4	5.7	-7.5	-1.1	-2.7	1.6	-5.1	-2.5
Cc1ccc(OCCNc2ccc(S(=O)(=O)N3CCCC3)cn2)cc1	-12.1	1.4	2.9	7.3	-0.1	-2.6	0.8	9.3	-16.2
CCOc1ccc2nc(SCc3ccc(C(=O)OC)o3)[nH]c2c1	11.0	-0.4	8.7	-4.0	-0.4	-10.1	5.4	-2.6	9.9
CCOC(=O)c1ccc(NC(=O)c2nc[nH]c2C(=O)N[C@@H](CC(C)C)C(=O)OCc2ccccc2)cc1	-3.8	0.8	2.7	1.6	6.9	4.2	-5.5	3.6	-0.2
Cc1ccc(-c2csc(N(CCO)CCCn3c(C(F)(F)F)nc4ccccc43)n2)cc1	11.1	4.8	18.4	6.8	1.6	-6.6	-12.6	0.2	-2.1
Cc1ccc(/C=C2/SC(=S)N(CCC(=O)N3CCOCC3)C2=O)cc1	-17.4	1.5	-10.9	-0.1	1.0	-0.5	4.4	8.8	-4.0
CCc1ccccc1NC(=O)Cn1nnc(C(=O)NCc2cccs2)c1N	-3.3	1.4	-1.7	-4.5	-0.1	-0.7	-5.5	4.1	-5.1
CCc1nc(Nc2ccc(O)cc2)c2oc3ccccc3c2n1	3.1	8.4	12.9	-1.1	-0.9	-5.2	-3.7	-5.3	-5.8
CCN(CC)S(=O)(=O)c1cc(Br)ccc1OC	-2.2	-0.1	-1.4	8.3	-2.2	-2.3	-0.2	11.3	-3.3
CC(C#N)(NC(=O)CN1CCN(S(=O)(=O)c2ccc(Br)cc2Cl)CC1)C1CC1 (centres undefined)	-2.1	7.0	14.7	0.5	-0.7	4.8	-8.9	2.6	-7.9
COC(CNC(=O)CCc1c(C)nc2c(-c3ccccc3)c(C)nn2c1C)OC	-4.7	1.4	1.5	-2.1	-2.2	-3.3	2.6	6.4	2.9
O=C(CSc1nc2ncccc2[nH]1)NC1CCCCC1	-11.9	0.7	-14.3	-0.8	-0.9	-3.6	5.8	11.4	-15.3
O=C(Nc1nccs1)c1ccccc1Br	-15.8	0.5	-11.8	1.2	-0.6	3.4	13.1	7.0	2.7
Cc1ccc(NC(=S)N2CCCC(CO)C2)c(C)c1 (centres undefined)	1.0	0.3	-9.2	1.7	-0.3	-2.0	1.2	-2.2	2.3
Cc1ccc(Cn2ccnc2SCC(=O)NC2CCCC2)cc1	-2.4	2.5	-6.0	-4.5	-0.8	-2.0	3.7	-0.9	-8.4
CCOCCn1c(SCCCc2ccccc2)nc2c1c(=O)[nH]c(=O)n2C	3.5	0.9	10.6	4.3	-0.1	1.8	-9.2	5.6	0.8

Screens from PubChem BioAssay.
